tim10-1 inh: growth inhibitors of tim10-1 mutant yeast. 2.2% of 330,000 active. inhibition, % at 20 µM. S. cerevisiae tim10-1 ts strain growth, BacTiter-Glo, 24 h;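 active = inhibition of at least 40%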;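 also: mutant grown at 25 °C; 0% = DMSO wells with yeast and 100% = wells holding no yeast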
Mdm2-MdmX inh: disrupts the human Mdm2-MdmX interaction; inhibition, % at 8 µM; 3% of 330,000 active; O15151+Q00987; SaOS-2 split-luciferase Mdm2/MdmX complementation, luminescence;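 active = inhibition of at least 50% at 8 µM in the primary screen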
Target sequence (O15151 whole entry, looked up): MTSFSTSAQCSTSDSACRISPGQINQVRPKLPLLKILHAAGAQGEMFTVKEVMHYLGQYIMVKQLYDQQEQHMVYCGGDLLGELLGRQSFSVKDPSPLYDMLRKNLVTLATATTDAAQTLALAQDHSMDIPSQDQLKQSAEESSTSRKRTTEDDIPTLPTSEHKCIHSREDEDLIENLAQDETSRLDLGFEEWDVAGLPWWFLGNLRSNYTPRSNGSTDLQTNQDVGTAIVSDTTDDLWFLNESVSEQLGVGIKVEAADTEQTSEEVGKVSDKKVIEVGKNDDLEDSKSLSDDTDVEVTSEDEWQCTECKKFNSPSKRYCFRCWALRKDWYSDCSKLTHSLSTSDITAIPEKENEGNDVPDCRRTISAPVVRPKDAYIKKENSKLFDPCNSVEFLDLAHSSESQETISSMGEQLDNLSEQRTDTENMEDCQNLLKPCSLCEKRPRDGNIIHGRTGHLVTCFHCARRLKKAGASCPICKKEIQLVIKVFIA
Target sequence (Q00987 whole entry, looked up): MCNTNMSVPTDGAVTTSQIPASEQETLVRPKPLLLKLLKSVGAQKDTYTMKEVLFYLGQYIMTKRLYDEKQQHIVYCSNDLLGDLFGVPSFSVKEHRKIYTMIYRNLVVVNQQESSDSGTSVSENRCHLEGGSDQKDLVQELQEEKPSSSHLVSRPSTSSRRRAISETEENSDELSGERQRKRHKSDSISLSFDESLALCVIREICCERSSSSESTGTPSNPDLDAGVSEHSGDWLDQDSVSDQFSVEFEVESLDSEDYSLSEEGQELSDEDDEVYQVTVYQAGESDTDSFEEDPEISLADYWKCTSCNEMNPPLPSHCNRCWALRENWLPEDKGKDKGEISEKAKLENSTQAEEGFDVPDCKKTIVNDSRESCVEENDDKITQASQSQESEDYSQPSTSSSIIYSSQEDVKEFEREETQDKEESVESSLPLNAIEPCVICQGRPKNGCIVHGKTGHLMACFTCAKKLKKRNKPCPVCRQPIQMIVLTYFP
UPR XBP1 act: activators of adaptive arm of unfolded protein response (XBP1) | AID 463104 | 0.33% of 330,000 active | CHO-XBP1 luciferase reporter, IRE1-XBP1 UPR activation, luminescence; percent of tunicamycin response, DMSO as zero | activation, % at 20 µM;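 active = versus positive control, 20 µM dose yields 30% or more activation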;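 also: 100% = tunicamycin at 10 µg/mL and 0% = DMSO only wells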
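assay system = CHO-XBP1 luciferase reporter cells | amount = 1000 cells/well | buffer or medium = F12 plus 10% FBS | compound dosing = single point, 20 µM final compound, 1% DMSO | incubation = 16-18 h cell attachment at 37 °C, then 6 h compound exposure | detection = Steady-Glo luminescence read | controls = tunicamycin 10 µg/mL and vehicle-only wells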
UPR CHOP act: activators of apoptotic arm of unfolded protein response (CHOP); CHO-CHOP luciferase reporter, UPR activation, luminescence; percent of tunicamycin response over DMSO baseline; activation, % at 10 µM; 0.34% of 330,000 active; AID 449763;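 active = at 10 µM dose, activation of 40% or more, normalized to positive control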;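 also: 100% = tunicamycin at 10 µg/mL and 0% = DMSO alone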
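Dosing – one dose, 10 µM in 0.5% DMSO · System – CHO-CHOP cells, stable luciferase reporter of PERK-eIF2a-CHOP signalling · Input – 500 cells/well · Control set – tunicamycin 10 µg/mL final as positive, DMSO-only wells as negative · Timing – 6 h compound treatment, 37 °C · Measure – % activation vs tunicamycin · Technique – luminescence read with Steady-Glo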
TIM10 inh: inhibits growth of TIM10 yeast strain; inhibition, % at 10 µM; S. cerevisiae TIM10 strain growth, BacTiter-Glo luminescence, 24 h; 1.4% of 330,000 active; AID 463195;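 active = inhibition of 40% or more at the single tested concentration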;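 also: wild-type TIM10 isogenic control strain grown at permissive 25 °C; 0% = DMSO yeast wells and 100% = minimal medium wells without yeast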
tim23-1 inh: growth inhibitors of tim23-1 mutant yeast; S. cerevisiae tim23-1 growth, BacTiter-Glo luminescence, 24 h; inhibition, % at 20 µM; 1.3% of 330,000 active; AID 463212;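 active = growth inhibition of the mutant yeast at or above 50%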;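 also: temperature-sensitive mutant grown at 25 °C; plate controls were DMSO-treated mutant yeast for no effect and medium wells lacking yeast for full effect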
APJ agonist: agonists of human APJ apelin receptor; activation, % at 20 µM; P35414; 0.11% of 330,000 active; CHO-K1 APJ PathHunter beta-arrestin, luminescence; 0% DMSO wells, 100% apelin; AID 2520;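 active = activation more than six SD over the plate average, tested at 20 µM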;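 also: 0% = DMSO alone and 100% = apelin-13 at 10 nM; some results filed as inactive read as strong as hits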
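Material: engineered CHO-K1 APJ arrestin reporter cells; amount: 1000 CHO-K1 reporter cells seeded per well; incubation: compound stimulation 90 min at 25 °C, detection 60 min; signal: luminescent beta-gal fragment complementation, chemiluminescent substrate; read-out basis: APJ agonist activity; controls: DMSO-only wells as negative, 10 nM Apelin-13 as positive control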
NR3A LBD binder: modulates the human NR3A ligand-binding domain | AID 1259313 | 2.5% of 340,000 active | Tm shift relative to glycine control, % at 25 µM | NR3A LBD differential scanning fluorimetry, Tm shift; 0% = protein alone, 100% = glycine-bound protein;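 active = melting temperature shift of at least 10% of the positive control shift, at one fixed dose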
NALP3 yeast inh: inhibitors of NALP3 inflammasome in yeast; Yeast reconstituted NLRP3/ASC/caspase-1, beta-gal luminescence, 24 h; inhibition, % at 10 µM; 0.39% of 330,000 active;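 active = inhibition of 50% or more; inactive = inhibition below 50%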;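 also: plate controls were induced DMSO wells for no effect and uninduced yeast grown without galactose for full effect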
Starred values were filed as active, the others as inactive; x = no result given. Compounds as they come; about 8.2% have a hit in one of these screens.

Screens in order – tim23-1 inh	tim10-1 inh	NR3A LBD binder	UPR CHOP act	NALP3 yeast inh	Mdm2-MdmX inh	TIM10 inh	APJ agonist	UPR XBP1 act
> COc1cccc(C(=O)Nc2ccc(NC(=O)C3CCCCC3)nc2)c1
  16	-39	-5	1.8	6	15	-41	2	-1
> Cc1ccc(S(=O)(=O)NCc2ccc3c(c2)cc(C)n3C)cc1
  21	15	-3	0.0	23	16	-5	-2	1
> CC(C)N(Cc1ccccc1)C(=O)CN1C(=O)NC2(CCCc3ccccc32)C1=O (stereo not drawn)
  3	10	3	1.0	19	11	6	2	-7
> O=C(CCCNS(=O)(=O)c1cccs1)N1CCN(c2cccc(Cl)c2)CC1
  18	11	1	1.7	-3	-12	11	0	1
> Fc1ccc(-c2ccnc3nc(-n4cccc4)nn23)cc1
  18	20	0	1.7	-24	4	12	-1	0
> O=C(c1ccc(Br)cc1)N1CCC(C(=O)N2CCN(c3ccccc3)CC2)CC1
  14	18	2	-0.5	15	-8	14	-2	-7
> CN(C)c1ncc([N+](=O)[O-])cc1C(F)(F)F
  5	16	-1	-0.8	-6	25	-1	-4	4
> Cc1ccccc1C(=O)N1CCC(C(=O)NC2CCCCCC2)CC1
  11	18	-1	-2.4	12	6	-17	0	0
> CCOC(=O)CN(C(=O)CSc1nnc(CNc2ccc(F)cc2)n1C)c1ccccc1
  7	18	0	-1.6	6	21	9	-7	-1
> Cc1ccc(C(=O)N2C(=O)c3cccc(N)c3C2=O)o1
  8	-2	-2	-0.9	9	3	14	-3	1
> O=c1[nH]c(CN2CCN(Cc3ccccc3)CC2)nc2scc(-c3ccccc3)c12
  10	22	-1	-1.3	-8	5	21	-5	-2
> Cc1ccc(C2=NCN(c3ccc(C(=O)O)cc3)C(=S)N2)cc1
  -1	7	x	0.6	14	15	-2	-4	-1
> CON/C=C(\C=Nc1ccc(Cl)cc1)c1ncc(C(F)(F)F)cc1Cl
  -5	15	0	-3.1	3	27	3	1	-2
> Cc1c(NC(=O)COC(=O)c2c3c(nc4ccccc24)CCCC3)c(=O)n(-c2ccccc2)n1C
  3	-4	3	0.2	9	-18	8	-3	-1
> O=C1OC(N2CCN(C/C=C/c3ccccc3)CC2)c2ccccc21 (stereo not drawn)
  -1	16	-5	-1.5	20	14	0	1	0
> Cc1ccc(C)c(NC(=O)CSc2nnc(Cc3cccn3C)n2-c2ccc(F)cc2)c1
  11	20	1	-0.6	-2	9	-1	-5	-2
> Cc1cccc(C)c1NC(=O)NC1(C(=O)NCC2CCCO2)CCCCC1 (stereo not drawn)
  19	14	4	2.3	17	5	-5	-1	-4
> O=c1[nH]c2cc3c(cc2cc1CN(Cc1ccc2c(c1)OCO2)Cc1nnnn1CC1CCCO1)OCO3 (stereo not drawn)
  15	21	-2	-0.9	17	-15	4	-1	-2
> COc1ccc(OC)c(CN2CCN(c3ccccc3OC)CC2)c1
  -8	0	1	1.0	15	12	6	-4	2
> CCn1c2ccccc2c2cc(NC(=O)COC(=O)c3ccc(NC(=O)CC#N)cc3)ccc21
  4	-1	7	-0.2	11	17	-7	-2	1
> Cc1ccc(C)c(C(=O)C(C)OC(=O)c2cccn2C)c1 (stereo not drawn)
  19	12	3	1.0	27	16	3	-3	-3
> O=C(Nc1nc(-c2ccccc2)cs1)c1cccc([N+](=O)[O-])c1C(=O)O
  9	14	3	-0.8	5	-6	4	-2	-4
> CCC(=O)c1cc2c(C)cc(=O)oc2c(C)c1O
  20	9	-5	1.6	3	9	9	-1	5
> Cc1ccc(/C=N/NC(=O)c2cccs2)o1
  1	-9	-2	7.0	10	-18	15	-1	1
> CCOc1cc(N2CCOCC2)c(OCC)cc1NC(=O)CC12CC3CC(CC(C3)C1)C2
  -8	13	1	0.8	8	4	12	-3	-1
> CN1C(=O)C(C)(C)c2cc(S(=O)(=O)NCc3ccc(Cl)cc3)ccc21
  5	1	2	-2.1	-2	2	6	-4	0
> N=c1c2c(n(Cc3cccc(Cl)c3)c3c1CCC3)CCCC2
  -111	-22	3	2.3	6	58*	-82	4	2
> O=C(O)CCCn1cc(NC(=O)c2c(F)cccc2F)cn1
  3	-2	-1	1.1	21	-28	5	-5	-2
> Cc1cc(=O)oc2c(C)c(OC(C)C(=O)NCC(O)c3ccccc3)ccc12 (stereo not drawn)
  -8	0	1	-1.5	15	-15	-7	3	-7
> CN(C)/C=C/C(=O)c1cccc([N+](=O)[O-])c1
  9	-7	-2	0.2	0	-52	0	-2	-2
> CCOC(=O)N1CCN(S(=O)(=O)CCNC(=O)c2ccccc2)CC1
  12	3	x	0.7	-11	12	3	-2	4
> CCOC(=O)c1c(CN2CCN(Cc3ccccc3)CC2)n(C)c2cc(Br)c(OC)cc12
  -7	18	2	-1.3	29	13	23	7	-2
> CSc1ncccc1C(=O)OCC(=O)Nc1cccc(S(=O)(=O)N2CCOCC2)c1
  18	11	0	-0.4	-1	2	3	-2	-3
> Cc1cc(C)nc(Sc2ccc(/C=C(\C#N)C(=O)Nc3ccccc3)o2)n1
  21	22	-3	1.4	21	20	19	6	-1
> O=C(c1ccco1)N1CCN(S(=O)(=O)/C=C/c2ccccc2)CC1
  7	16	-1	0.5	9	16	6	-3	1
> COC(=O)c1onc(-c2ccccc2)c1C(=O)OC
  -10	-10	0	1.3	2	19	-4	-4	2
> CCOc1ccc(NC(=S)N2CCC(NC(=O)c3ccco3)CC2)cc1
  5	6	-2	1.0	23	12	-4	-4	0
> Cc1nc(SCc2nc3ccccc3[nH]2)c2oc3ccc(Br)cc3c2n1
  44	27	-7	-0.2	26	-3	3	3	3
> Cc1ccc(N=Nc2c(N)nn3c(C)cc(C)nc23)cc1
  0	18	3	0.2	20	21	36	0	4
> O=C(COC(=O)CNS(=O)(=O)c1ccc(Br)cc1Cl)NCCc1ccccc1
  6	5	2	0.3	-3	-22	5	4	-2
> CN(CC(=O)NCCc1ccccc1)S(=O)(=O)c1cccc2nsnc12
  2	17	-23	-1.0	4	12	10	1	-4
> CC(C)C[C@H](NC(=O)c1nc[nH]c1C(=O)N1CCNCC1)C(=O)OC(C)(C)C
  2	-5	1	-0.2	13	-11	13	1	0
> COc1cc(C(O)P(=O)(OC2CCCCC2)c2ccc(N(C)C)cc2)cc(OC)c1OC (stereo not drawn)
  6	16	2	-0.8	9	4	18	-4	0
> Cc1ccc(-n2c3nc(=O)[nH]c(=O)c-3cc3c(C)nn(-c4ccccc4)c32)c(C)c1
  -4	-6	2	-1.5	-9	-4	-5	-5	0
> COc1ccccc1N1CCN(C(c2cccs2)C(C)NS(=O)(=O)c2ccccc2)CC1 (stereo not drawn)
  21	21	-7	-0.3	10	-22	4	-3	-3
> Cc1ccc2c(c1)N(CC(=O)NCCc1ccc(Cl)cc1)C(=O)c1cccnc1O2
  -5	-9	1	1.7	-8	11	-1	-1	-1
> C=C(C)Cn1c(C)cc(C)c(S(=O)(=O)c2ccc(C)cc2)c1=O
  15	32	-2	1.9	2	9	33	-4	2
> Cc1ccc(CN2CCN(/N=C\c3cccc([N+](=O)[O-])c3)CC2)cc1
  9	16	-6	-0.1	23	-35	-2	-1	0
> Cc1c(O)ccc(C(=O)CN2CCN(c3ccccc3F)CC2)c1O
  21	6	-5	-0.7	22	15	2	1	6
> Cc1cc(C)nc(NC(=O)c2c(C(=O)O)noc2C)n1
  2	2	1	-0.7	6	14	-2	-1	1
> COc1ccc(Oc2nc3c(C)cccn3c(=O)c2/C=C(\C#N)C(N)=O)cc1
  25	14	6	-2.1	5	13	16	6	5
> COc1ccc2c(Cl)c(-c3nnc(SCC(N)=O)n3C)sc2c1
  15	-10	-1	2.6	10	-13	-2	1	-2
> COCCNC(=S)N/N=C/c1ccc2c(c1)OCCO2
  35	7	-1	1.5	-3	-11	10	-4	0
> COc1ccc(S(=O)(=O)N(C)c2ccc(OCC(=O)Nc3cc(C)on3)cc2)cc1
  22	36	1	-2.3	7	-18	-10	2	-2
> O=C(COC(=O)c1cccc(F)c1)Nc1ccc2c(c1)OCCO2
  15	-1	1	2.9	16	-3	8	-5	-1
> Cc1nnc2sc(SCc3ccccc3Cl)nn2c1=O
  9	16	1	0.9	24	-43	-7	-1	0
> COc1cc(OC)cc(-c2nnc(NC(=O)CCS(=O)(=O)c3ccc(F)cc3)o2)c1
  7	23	-1	-1.9	12	59*	-2	1	-1
> Cc1csc2sc(-c3ccnc(SCC(=O)NCc4ccccc4)n3)c(C)c12
  37	9	-4	-1.7	16	56*	24	-2	6
> N#CC1=C(N)SC(N)=C(C#N)C1c1cccc(O)c1
  4	-3	4	1.5	21	-18	-8	2	2
> COc1ccc(C(=O)NNC(=O)CCC(=O)Nc2cc(C)on2)cc1
  4	3	-1	0.0	2	13	-5	-1	-1
> O=C(O)c1ccc(Cl)c(S(=O)(=O)Nc2ccc(S(=O)(=O)Nc3cccc(Cl)c3)cc2)c1
  21	4	-3	-0.8	11	15	-8	-4	-2
